Assay outcomes from PubChem BioAssay.
HIV peptide binding: cell-free HIV fusion peptide-binding blockers – biochemical, uHTS, fluorescence dequenching, primary screen (AID 1986) | cell-free peptide binding, fluorescence dequenching, 30 min; higher % means a stronger effect | inhibition, % at 20 µM; hits with a dose series show IC50 in µM | 290,000 compounds, 0.3% hits; in the data active means inhibition mostly above about 52%, no sharp cut-off; inactive means mostly below about 76%; further: some results filed as inactive read as strong as hits
HEK293 NOD2/NF-kB: inhibition of NOD2-driven NF-kB reporter – cell-based, luminescence, uHTS, HEK293 (AID 1566). HEK293 NOD2/NF-kB luciferase reporter, luminescence; higher % means a stronger effect. inhibition, % at 4 µM; hits with a dose series show EC50 in µM. 290,000 compounds, 0.63% hits; further: many of its hits are not listed in these tables
Yfh1-off respiration: enhancers of respiration in Yfh1-depleted yeast, dose response, Friedreich's ataxia, plus single-dose screen (AID 1465). S. cerevisiae Yfh1-off respiration, WST-1 reduction, 72 h; higher fold induction means a stronger effect. fold induction at 50 µM; hits with a dose series show EC50 in µM. 220,000 compounds, 0.074% hits;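 active means fold induction of absorbance versus untreated yeast above a set limit, then at least 30% activation at any dose in follow-up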;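 further: activators that raise dye reduction in frataxin-depleted yeast; strong numbers were not always called active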
AID2073: inhibitors of Mint1-CaV2.2 protein interaction, biochemical, HTRF (AID 2073) | HTRF protein-protein interaction, Mint1-CaV2.2; higher % means a stronger effect | inhibition, % at 20 µM, or IC50 in µM where a hit was titrated | 290,000 compounds, 0.19% hits; in the data active means inhibition mostly above about 51%, no sharp cut-off; further: some results filed as inactive read as strong as hits
West Nile virus CPE: West Nile virus antiviral activity, cell-based, CPE readout (AID 1621); West Nile virus-infected cells, CPE inhibition; higher % means a stronger effect; CPE inhibition, % at 10 µM, or IC50 in µM where a hit was titrated; 290,000 compounds, 0.02% hits; in the data active means a potency from the dose series; further: strong numbers were not always called active
KOR beta-arrestin-1: kappa opioid receptor blockers – cell-based, luminescence, uHTS (AID 1778). inhibition, % at 10 µM, or IC50 in µM where a hit was titrated. KOR beta-arrestin recruitment, luminescence, antagonist mode; higher % means a stronger effect. 290,000 compounds, 0.091% hits; further: strong numbers were not always called active
NS5 inhibitors: Dengue-2 NS5 methyltransferase inhibitors, primary screen, biochemical, confirmation dose response (AID 588689). Dengue-2 NS5 methyltransferase capping enzyme assay, biochemical; higher % means a stronger effect. one-dose inhibition, % at 25 µM; IC50 in µM for titrated hits. 340,000 compounds, 0.3% hits; in the data active means a potency from the dose series
NOD1 inhibition: NOD1 signaling inhibitors, primary screen, cell-based, luminescence, uHTS (AID 1578); NOD1-driven NF-kB luciferase reporter cells, luminescence; higher % means a stronger effect; 290,000 compounds, 1% hits; inhibition, % at 4 µM, or EC50 in µM where a hit was titrated; in the data active means inhibition mostly above about 36%, no sharp cut-off; inactive means mostly below about 34%;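 further: HEK-293T reporter cells stimulated with the NOD1 agonist gamma-tri-DAP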
KOR beta-arrestin-2: kappa opioid receptor activators – cell-based, luminescence, uHTS, primary screen (AID 1777). 280,000 compounds, 0.02% hits. one-dose activation, % at 10 µM; EC50 in µM for titrated hits. KOR beta-arrestin recruitment, luminescence; higher % means a stronger effect; in the data active means activation above about 50%, passing the limit was not always enough; further: a part of the inactive calls stands beside numbers as strong as those of hits
NS5 inhibitors pilot replicate: further read-out of NS5 inhibitors, marked with its call; inhibition, %; measured here: pilot screen replicate inhibition
The depositor's hits bear a star; i = inactive; . = no result given; [ ] = dose if it differs, or a comment. Unless noted, no stated cut-off is given here; in the data, active means inhibition above about 50%; inactive means the rest. Some of the compounds tested. The share of hits here may be higher or lower than overall.

SMILES	HIV peptide binding	HEK293 NOD2/NF-kB	Yfh1-off respiration	AID2073	West Nile virus CPE	KOR beta-arrestin-1	NS5 inhibitors	NOD1 inhibition	KOR beta-arrestin-2	others
Cc1ccc(-c2csc(NC(=O)CSc3ncn(-c4ccccc4)n3)n2)cc1	-1.0%	-6%	i	10%	-0.5%	23%	-2%	-31%	-2.1%
Cc1ccc(S(=O)(=O)Nc2ccc3c(c2)n(C)c(=O)n3C)cc1	2.0%	4%	.	3%	-0.5%	-36%	-1%	-11%	8.4%
CC(C)NCC(O)COc1ccc2c(c1)CCC2 (configuration not stated)	-1.6%	6%	i	-3%	-0.2%	17%	1%	-24%	-1.6%
Cc1cc(C)c(N=Cc2c(O)c3ccccc3oc2=O)c(C)c1	2.5%	-2%	.	-2%	-0.5%	-33%[20 µM]	3%	-30%	1.7%
COC(=O)c1ccc(NC(=O)C2CC(=O)N(c3ccc(C)cc3)C2)cc1 (configuration not stated)	0.4%	-5%	.	27%	0.0%	-14%	2%	-30%	3.6%
Cc1cccc(-n2ncc3c2CCCC3NC(=O)c2ccc[n+]([O-])c2)c1C (configuration not stated)	-0.5%	21%	.	-2%	-0.4%	-66%	-7%	-4%	4.0%
Cc1c(OCC(=O)NCC2CCC(C(=O)O)CC2)ccc2c(-c3ccccc3)cc(=O)oc12 (configuration not stated)	0.8%	1%	.	0%	0.3%	-64%[20 µM]	-1%	-35%	-3.6%
COc1ccc(NC(=O)C2CC(c3cccc(Br)c3)=NO2)cc1OC (configuration not stated)	-0.6%	30%	.	6%	-0.7%	-49%[20 µM]	2%	41%	7.5%
CCc1c(C)sc(NC(=O)OC)c1C(=O)N1CCCCC1	11%	6%	.	16%	.	7%	>100µM*	10%	-2.6%
CC(=O)c1ccc(NC(=O)CSc2nnc(C3CC3)n2C)cc1	0.0%	7%	.	-2%	-0.5%	-50%	-6%	-34%	-3.3%
Cn1c(=O)[nH]c(=O)c2c1nc(CN1CCN(Cc3ccccc3)CC1)n2CC(N)=O	0.9%	-4%	i	10%	0.3%	.	0%	-17%	.
CCc1c(C)sc(NC(=O)c2cccs2)c1C#N	8.2%	-17%	i	-6%	-1.6%	-12%	-3%	-36%	-1.5%
CC1CCN(C(=O)Cn2c(=O)n(Cc3ccc4c(c3)OCO4)c(=O)c3ccccc32)CC1	-1.2%	-17%	i	0%	-0.1%	42%	.	-26%	-2.5%
COc1cc(NC(=O)c2ccc(C)cc2C)ccc1NC(=O)c1cccs1	0.0%	-21%	.	0%	-0.4%	-5%	-9%	-52%	2.3%
O=C(CSCc1c[nH]c(=O)[nH]c1=O)OCC(=O)c1ccc(Br)cc1	-0.9%	-5%	i	4%	-0.1%	-29%[20 µM]	3%	-31%	-5.8%
CCc1ccc2[nH]c(=O)c(CN(CCN(CC)CC)C(=O)NC3CCCCC3)cc2c1	1.5%	1%	i	-4%	-0.1%	0%	2%	3%	-0.1%
Cc1ccc2oc(C(=O)N(C)CCC(O)c3ccccc3)c(C)c2c1 (configuration not stated)	0.8%	13%	.	3%	-0.9%	-31%[20 µM]	.	-30%	-0.6%
Cc1cc(N2CCN(c3ccccc3)CC2)nc(N)n1	-0.4%	8%	i	-9%	0.0%	-12%	5%	-22%	-7.3%
CC(=O)CSc1nc2c(c(=O)[nH]c(=O)n2C)n1Cc1cccc(Br)c1	-0.4%	6%	.	-16%	0.8%	8%	-2%	-6%	-2.2%
O=C(COC(=O)/C=C/c1ccc(S(=O)(=O)N2CCOCC2)cc1)NCc1ccc(Cl)cc1	0.6%	-1%	i	3%	0.7%	-83%	-1%	-16%	3.3%
COc1ccc(S(=O)(=O)NCC2CCCN(C(=O)c3sccc3C)C2)cc1 (configuration not stated)	2.6%	39%	i	1%	-0.6%	1%	2%	-14%	0.3%
O=C(N/C(=C\c1ccco1)C(=O)N1CCOCC1)c1ccco1	6.0%	6%	i	17%	0.8%	16%[20 µM]	3%	-25%	.
COc1ccccc1NCC(O)Cn1c2ccccc2c2ccccc21 (configuration not stated)	-1.3%	-4%	i	0%	0.2%	15%	-8%	-30%	-0.2%
CC(=O)N1c2ccc(S(=O)(=O)N3CCCC(C(=O)Nc4ccc(F)cc4)C3)cc2CC1C (configuration not stated)	0.8%	34%	.	6%	-0.9%	-12%[20 µM]	-6%	-23%	-2.2%
CCOc1ccc(N(CC)C(=O)c2cn(CC)c(=O)c3cc(OC)c(OC)cc23)cc1	0.5%	-5%	.	18%	-1.1%	-10%	-2%	2%	-3.1%
Cc1ccsc1C(=O)OCC(=O)c1cc2ccccc2o1	2.3%	-2%	i	-3%	0.2%	9%	1%	-20%	5.8%
CC(C)OC(=O)CSc1nnc(-c2ccccc2)n1N	-0.9%	12%	i	5%	-0.3%	-1%	1%	3%	-7.7%	NS5 inhibitors pilot replicate=-3.0
O=S(=O)(Nc1cccc(-c2nc3cccnc3s2)c1)c1cccs1	-1.1%	-7%	i	32%	0.7%	19%	7%	-4%	-4.2%
Cc1cc(NCc2ccccn2)n2ncc(-c3ccc(Cl)cc3)c2n1	-0.6%	-64%	i	16%	-1.1%	-4%	.	-19%	-3.0%
Cc1cccc(N2CCN(C(=O)/C=C/c3cccs3)CC2C)c1 (configuration not stated)	-0.3%	-8%	i	-12%	-0.7%	-32%	-5%	-26%	7.5%
O=C(O)CC(Cc1ccc(Cl)cc1)C(=O)Nc1cc(Cl)ccc1Cl (configuration not stated)	14%	6%	.	13%	-0.1%	-52%[20 µM]	10%	1%	1.7%
O=C(NC(=S)NNC(=O)c1ccccc1O)c1ccc(F)cc1	4.2%	26%	.	-15%	-1.3%	-10%[20 µM]	.	-21%	-3.6%
O=C(O)Cn1c2ccccc2c2n[nH]c(=S)nc21	8.1%	-2%	.	-14%	1.3%	7%[20 µM]	.	-26%	0.6%
Cc1ccc(/C=C2\C(=O)Nc3ccccc32)o1	26%	-15%	i	37%	-0.6%	12%	9%	-10%	1.3%
COc1cc2ccccc2cc1C(=O)N(CCN(C)C)c1nc2ccc(C)cc2s1	-1.6%	10%	.	11%	2.9%	-80%	-4%	-12%	-0.5%
CCOc1ccc(C(=O)Nc2cccc(C)n2)cc1	-1.8%	-126%	i	0%	0.4%	-5%	-7%	-15%	1.6%

A section from the list above, as a working copy:
SMILES	HIV peptide binding	HEK293 NOD2/NF-kB	Yfh1-off respiration	AID2073	West Nile virus CPE	KOR beta-arrestin-1	NS5 inhibitors	NOD1 inhibition	KOR beta-arrestin-2	others
O=C(O)CC(Cc1ccc(Cl)cc1)C(=O)Nc1cc(Cl)ccc1Cl (configuration not stated)	14%	6%	.	13%	-0.1%	-52%[20 µM]	10%	1%	1.7%
O=C(NC(=S)NNC(=O)c1ccccc1O)c1ccc(F)cc1	4.2%	26%	.	-15%	-1.3%	-10%[20 µM]	.	-21%	-3.6%
O=C(O)Cn1c2ccccc2c2n[nH]c(=S)nc21	8.1%	-2%	.	-14%	1.3%	7%[20 µM]	.	-26%	0.6%
Cc1ccc(/C=C2\C(=O)Nc3ccccc32)o1	26%	-15%	i	37%	-0.6%	12%	9%	-10%	1.3%
COc1cc2ccccc2cc1C(=O)N(CCN(C)C)c1nc2ccc(C)cc2s1	-1.6%	10%	.	11%	2.9%	-80%	-4%	-12%	-0.5%
CCOc1ccc(C(=O)Nc2cccc(C)n2)cc1	-1.8%	-126%	i	0%	0.4%	-5%	-7%	-15%	1.6%

(list continues)
SMILES	HIV peptide binding	HEK293 NOD2/NF-kB	Yfh1-off respiration	AID2073	West Nile virus CPE	KOR beta-arrestin-1	NS5 inhibitors	NOD1 inhibition	KOR beta-arrestin-2	others
CCn1c(SCc2nnc(-c3ccccc3)o2)nc2c1c(=O)n(C)c(=O)n2C	1.2%	1%	.	0%	.	9%	.	-4%	0.9%
CNC(=S)N1N=C(c2ccc(OC)cc2)CC1c1ccc(Cl)cc1Cl (configuration not stated)	-0.7%	-17%	i	-14%	-1.4%	-2%	1%	12%	0.1%
O=C(Nc1ccon1)c1cc(-c2ccccc2)nc2ccccc12	-0.1%	-6%	.	9%	.	-17%	.	-7%	-3.3%
CCCCn1c(N)c(N(CCOC)C(=O)CN2C(=O)c3ccccc3C2=O)c(=O)[nH]c1=O	0.0%	1%	.	9%	-0.3%	2%	5%	-17%	11%
O=S(=O)(NCc1cccnc1)c1ccc(Cl)nc1	3.1%	18%	i	1%	-0.1%	10%	-2%	-17%	2.0%
O=C(c1ccc(Cl)cc1)N1CCCC(C(=O)N2CCc3ccccc3C2)C1 (configuration not stated)	2.1%	3%	i	8%	-0.6%	24%	-3%	0%	0.6%
Cc1ccc(-c2noc(CN3CCN(C(c4ccccc4)c4ccccc4)CC3)n2)cc1	-3.4%	-2%	i	20%	-1.2%	-37%	-3%	.	2.1%
O=C(NCc1ccccn1)c1ccc(CS(=O)(=O)Cc2ccc(Cl)cc2)o1	3.4%	6%	i	8%	0.0%	-3%	10%	-13%	-0.9%
CC(C)(C)NC(=O)NC(=O)CSc1cccc(C(F)(F)F)c1	0.6%	10%	i	6%	-1.0%	7%	-3%	-24%	5.0%
CCCCNC(=O)c1ccc(NS(=O)(=O)c2ccc3[nH]c(=O)[nH]c3c2)cc1	1.8%	0%	.	10%	0.3%	17%	-5%	-30%	-0.2%
CCOC(=O)N1CCN(CCC(=O)Nc2cccc(Cl)c2C)CC1	-0.6%	0%	.	7%	-0.5%	12%[20 µM]	-2%	-42%	-2.9%
O=C(CCCN1C(=O)c2ccccc2C1=O)Nc1c2c(nc3c1CCC3)CCC2	0.5%	-2%	i	6%	-0.2%	-34%	6%	-3%	4.8%
Cc1cccc(C(=O)N/N=C/c2ccc(OC3CSC3)cc2)c1	2.0%	-33%	i	-5%	-0.2%	2%	-6%	-98%	10%
O=C(Cn1nc([N+](=O)[O-])nc1Br)NC(c1ccccc1)c1ccccc1	-1.0%	.	i	0%	-0.4%	26%	-3%	.	4.5%
Cc1cc(C)nc(SC(C)C(=O)O)n1 (configuration not stated)	-0.9%	7%	i	-5%	0.3%	-27%	-3%	-5%	-7.9%
O=C(c1ccco1)N1CCN(c2ccc([N+](=O)[O-])cc2F)CC1	1.6%	-14%	.	4%	-0.9%	-3%	0%	-33%	-4.3%
CCCN(CCC)c1nc(NC2CCN(C(=O)OCC)CC2)nc(OC)n1	-1.7%	10%	i	7%	-0.8%	-26%	-5%	-18%	4.4%
COc1ccc(CCNC(=O)C2CC3Cn4c(nc5cc(Cl)c(Cl)cc54)C3N2C)cc1 (configuration not stated)	-0.7%	5%	i	6%	-1.1%	23%	-6%	-2%	-4.0%
CCCC(=O)Nc1ccc2c(c1)c1ccccc1n2CC	-1.2%	10%	i	-6%	0.0%	-24%	5%	-4%	7.3%
O=C(OCCN1CCCCC1)c1cc2ccccc2o1	58%	7%	i	6%	0.4%	-22%	1%	15%	5.4%
N#CCCn1cc(C=O)c(-c2cccs2)n1	0.4%	6%	i	-2%	0.2%	3%	1%	-32%	-6.3%
COCCNC(=O)c1c(CSc2ccc(F)cc2)noc1C(=O)NCc1ccccc1	-0.7%	9%	i	1%	-1.0%	-32%	-8%	7%	3.1%
COc1ccccc1CN1CCNC(=O)C1CC(=O)NCCOc1cccnc1 (configuration not stated)	2.4%	1%	i	-2%	0.0%	-20%	8%	-25%	2.7%
